Screening results from PubChem.
KDM5B inh: KDM5B demethylase inhibition; Potency, µM (titrated, usually from 57.7 µM), without a hit: at the highest dose activity change, negative = inhibition, hits mostly inhibitors; Q9UGL1; actives 2.6% (n = 220,000); AID 1347165; KDM5B demethylase, FDH-coupled NADH fluorescence (FDH is formaldehyde dehydrogenase); active means well fitted inhibition curve with a large enough effect; inconclusive means small, poorly fitted or top-dose-only effect; inactive means no such curve, though single readings can be large or run the other way; further: 0% is about no effect; nearly all actives have a fitted effect of over 70% in size
Target sequence (Q9UGL1 whole entry, looked up): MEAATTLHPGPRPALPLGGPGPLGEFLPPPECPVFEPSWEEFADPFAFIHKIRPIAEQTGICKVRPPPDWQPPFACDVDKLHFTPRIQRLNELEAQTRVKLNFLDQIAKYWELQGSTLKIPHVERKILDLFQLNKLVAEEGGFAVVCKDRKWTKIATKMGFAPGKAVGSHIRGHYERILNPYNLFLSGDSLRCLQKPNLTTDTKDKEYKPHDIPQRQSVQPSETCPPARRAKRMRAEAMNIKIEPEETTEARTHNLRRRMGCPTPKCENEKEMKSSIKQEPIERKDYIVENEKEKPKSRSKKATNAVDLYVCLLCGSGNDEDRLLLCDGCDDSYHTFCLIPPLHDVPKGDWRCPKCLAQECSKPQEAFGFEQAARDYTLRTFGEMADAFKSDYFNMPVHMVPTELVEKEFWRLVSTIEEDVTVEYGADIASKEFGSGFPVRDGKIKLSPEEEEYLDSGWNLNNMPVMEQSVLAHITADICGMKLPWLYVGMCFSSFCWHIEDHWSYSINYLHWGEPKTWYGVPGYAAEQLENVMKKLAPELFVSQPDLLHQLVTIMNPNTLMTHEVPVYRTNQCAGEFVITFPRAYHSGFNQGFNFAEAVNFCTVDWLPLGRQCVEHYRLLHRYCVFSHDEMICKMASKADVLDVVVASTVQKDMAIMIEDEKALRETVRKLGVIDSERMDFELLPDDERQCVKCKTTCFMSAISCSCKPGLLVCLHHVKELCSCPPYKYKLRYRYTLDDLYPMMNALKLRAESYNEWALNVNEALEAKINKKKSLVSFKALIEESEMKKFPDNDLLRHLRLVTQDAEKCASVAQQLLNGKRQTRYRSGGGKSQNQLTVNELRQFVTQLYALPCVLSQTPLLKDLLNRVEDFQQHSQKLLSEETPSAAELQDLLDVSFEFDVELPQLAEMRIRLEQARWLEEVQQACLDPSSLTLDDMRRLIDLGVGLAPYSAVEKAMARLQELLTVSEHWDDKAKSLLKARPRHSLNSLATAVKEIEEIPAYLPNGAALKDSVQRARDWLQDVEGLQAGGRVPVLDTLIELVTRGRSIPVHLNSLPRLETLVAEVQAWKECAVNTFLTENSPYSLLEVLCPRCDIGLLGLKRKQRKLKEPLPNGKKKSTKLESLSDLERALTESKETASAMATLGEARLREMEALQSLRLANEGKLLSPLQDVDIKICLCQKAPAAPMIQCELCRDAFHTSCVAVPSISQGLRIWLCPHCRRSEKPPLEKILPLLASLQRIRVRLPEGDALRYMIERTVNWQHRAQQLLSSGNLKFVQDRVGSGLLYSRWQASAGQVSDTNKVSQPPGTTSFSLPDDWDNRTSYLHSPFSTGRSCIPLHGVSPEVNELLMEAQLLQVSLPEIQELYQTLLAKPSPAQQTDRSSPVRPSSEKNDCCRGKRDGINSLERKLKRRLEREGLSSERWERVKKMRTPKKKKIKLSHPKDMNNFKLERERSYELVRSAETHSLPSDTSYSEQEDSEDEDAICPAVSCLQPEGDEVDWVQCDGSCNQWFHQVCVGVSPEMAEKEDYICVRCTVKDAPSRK
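Measured: NADH fluorescence change, 30 min, RT. System: KDM5BΔAP 200 nM final, H3K4me3 peptide, α-KG, Fe(II), ascorbate, NAD⁺ plus FDH, pH 7.5 HEPES. Compounds: titrated, 10 min pre-incubation with enzyme.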
Starred values were filed as active, the others as inactive; i = inactive; ? = inconclusive; [ ] = remark or other dose. Potency means the concentration at half of the fitted maximal effect. These rows are one share of the data (hit frequency here may not be typical).

SMILES	KDM5B inh
Cc1nc(-c2cccs2)cc([C@H]2CN3CC[C@H]2C[C@@H]3CNC(=O)c2ccc3c(c2)OCO3)n1	-26.1%
N#CC1(c2ccccc2)CCN(C(=O)c2cn(-c3ccccc3)nn2)CC1	-30.0%
CCC(=O)C(CCN1CCOCC1)(c1ccccc1)c1ccccc1	-12.4%
Cc1nc(-c2ccc(N(C)C)cc2)cc([C@H]2CN3CC[C@H]2C[C@@H]3CNC(=O)c2ccco2)n1	25.1µM*
Cc1ccccc1-c1ccc2n(c1=O)C[C@H]1C[C@@H]2CN(C(=O)c2cnccn2)C1	3.0%[86.2 µM]
CC(C)(C)NC(=O)NC(=O)CCl	21.6%
COc1ccc(CCNCc2cccc(Br)c2)cc1	-32.8%
Cn1nc(C2CCCC2)cc1[C@H]1CN2CC[C@H]1C[C@@H]2CNS(=O)(=O)c1cccs1	-0.3%[86.2 µM]
O=C(c1ccncc1)N1CC2CCC(C1)N2Cc1ccccc1	14.5%[149 µM]
C1CCN(C2CCCNC2)CC1 (configuration not stated)	26.6%
COc1cc2c(cc1OCc1ccccc1)N([S+](=O)([O-])c1cccnc1)CC21CCN(C)CC1	-23.0%
Cn1ncc(Cl)c1C(=O)N1CCC2(CC1)OCCO2	10.6%
Cc1cc(CN2CCC3CC(=O)NCCC3C2)no1 (configuration not stated)	16.2%[149 µM]
CSC(C)C(=O)NC(C)Cc1ccc(Br)cc1 (configuration not stated)	12.5%
Fc1ccc(CN2CCN(Cc3cccc(F)c3)CC2)cc1	-47.8%
Cn1nc(C2CCCCC2)cc1[C@H]1CN2CC[C@H]1C[C@@H]2CNC(=O)Nc1cccc(C#N)c1	-10.7%
FC(F)(F)CN1C2CCC1CN(c1cncnc1)C2	13.5%[149 µM]
Cc1ccc(C(=O)Nc2cccc3cnccc23)cc1S(=O)(=O)N1CCCCC1	?
Cc1ccc(C)c(CC(=O)N2CCN(CCO)CC(O)C2)c1 (configuration not stated)	?
CC[C@H]1CN2CC[C@H]1C[C@@H]2CNCc1ccc(SC)cc1	60.9%[activator][86.2 µM]
O=C(CC1CCCC1)N1[C@H]2CC[C@@H]1c1cnc(-c3ccccc3)nc1C2	4.5%
O=C(c1ccccc1)C1NC1c1ccccc1 (configuration not stated)	-4.2%
COc1cccc(N2C(=O)NC(=O)/C(=C/c3ccc([N+](=O)[O-])s3)C2=O)c1	?
COc1ccc2c(ccn2CC(=O)NCC2(CC(=O)O)CCCCC2)c1	-1.8%
COc1cc(/C=C(/C)[N+](=O)[O-])cc(OC)c1OC	?
COc1ccccc1CNC(=O)[C@H]1CN2CCC1C[C@@H]2Cn1cc(CSc2ccccc2)nn1 (some centres not stated)	-13.8%
Cn1nc(-c2ccc3ccccc3c2)cc1[C@H]1CN2CC[C@H]1C[C@@H]2CNC(=O)c1cccs1	-5.0%
CC[C@H]1CN2CC[C@H]1C[C@@H]2CNC(=O)c1ccco1	-7.9%[115 µM]
CCC(CC)c1cc([C@H]2CN3CC[C@H]2C[C@@H]3CNC2CCN(C(C)=O)CC2)nc(-c2ccncc2)n1	?
COCC(=O)N1[C@H]2CC[C@@H]1c1cnc(-c3ccc(F)cc3)nc1C2	17.7%
O=C(NC1CCCCC1)N1C[C@@H]2C[C@H](C1)c1ccc(C3CCCCC3)c(=O)n1C2	39.8µM*
O=c1[nH]c(=S)n(-c2ccccc2)c(O)c1C=NCCN1CCNCC1	-1.8%
COc1ccc(CNCCc2c[nH]c3ccc(OC)cc23)cc1	1.2%
O=C(c1ccc2c(c1)OCO2)N1CCC(C(=O)O)(c2ccccc2)CC1	-0.7%[115 µM]
Cc1ccccc1-c1ccc2n(c1=O)C[C@H]1C[C@@H]2CN(C(=O)NC(C)C)C1	35.5µM*
O=[S+]1([O-])NCC2(CCN(CC3CCCCC3)C2)Oc2ncccc21 (configuration not stated)	7.0%[115 µM]
COCC1CN(C(C)=O)CC12CCNCC2 (configuration not stated)	?
CC(CNc1ccc([N+](=O)[O-])c2cnccc12)c1ccccc1 (configuration not stated)	?
Cc1ccccc1-n1c(/C=C/c2ccco2)nc2ccccc2c1=O	?
COc1ccc(-n2c(-c3ccccc3Br)nc3ccccc3c2=O)cc1	29.9%

Arranged by heavy-atom count (high to low): part of the list above.
SMILES	KDM5B inh
O=C(NC1CCCCC1)N1C[C@@H]2C[C@H](C1)c1ccc(C3CCCCC3)c(=O)n1C2	39.8µM*
COc1ccc(-n2c(-c3ccccc3Br)nc3ccccc3c2=O)cc1	29.9%
O=c1[nH]c(=S)n(-c2ccccc2)c(O)c1C=NCCN1CCNCC1	-1.8%
O=[S+]1([O-])NCC2(CCN(CC3CCCCC3)C2)Oc2ncccc21 (configuration not stated)	7.0%[115 µM]
COc1ccc(CNCCc2c[nH]c3ccc(OC)cc23)cc1	1.2%
COCC1CN(C(C)=O)CC12CCNCC2 (configuration not stated)	?

The list continues.
SMILES	KDM5B inh
CCOc1ccc(CN2CCN(c3cccc(C)c3C)CC2)cc1	-25.3%
C=C[C@H]1CN2CC[C@H]1C[C@@H]2CNCc1ccc(SC)cc1	-29.3%[86.2 µM]
CCCN1CCN(Cc2cc(C(C)=O)ccc2OC)CC1	-2.1%
CC(C)(O)c1cn(C[C@H]2CC3CCN2C[C@@H]3C(=O)NCc2ccccc2)nn1 (some centres not stated)	-1.9%[86.2 µM]
CC(=O)c1ccc(NC(=O)NC[C@H]2C[C@@H]3CCN2C[C@@H]3c2cc(-c3cccs3)nc(C)n2)cc1	-6.3%
Nc1cccc2ccccc12	466.2%[activator]
O=C(Cc1c[nH]c2ccccc12)N1CCN(Cc2ccccc2)CC1	9.7%
CCOC(=O)C1=C(C)OC(N)=C(C(=O)OC(C)(C)C)C12C(=O)Nc1ccccc12 (configuration not stated)	27.3%
C=CCn1c(O)c(C(C)=Nc2ccc3c(c2)CCC3)c(=O)[nH]c1=O	19.3%
COc1ccc(CCn2c(O)c(C=Nc3ccc(NC(C)=O)cc3)c(=O)[nH]c2=O)cc1OC	87.5%[activator]

Another view of part of the listing above.
> CC(C)(O)c1cn(C[C@H]2CC3CCN2C[C@@H]3C(=O)NCc2ccccc2)nn1 (some centres not stated)
  KDM5B inh = -1.9%[86.2 µM]
> CC(=O)c1ccc(NC(=O)NC[C@H]2C[C@@H]3CCN2C[C@@H]3c2cc(-c3cccs3)nc(C)n2)cc1
  KDM5B inh = -6.3%
> Nc1cccc2ccccc12
  KDM5B inh = 466.2%[activator]
> O=C(Cc1c[nH]c2ccccc12)N1CCN(Cc2ccccc2)CC1
  KDM5B inh = 9.7%

Further entries follow:
SMILES	KDM5B inh
COc1cc(NC(=O)OC[C@H]2C[C@@H]3CCN2C[C@@H]3c2cc(-c3ccc(N(C)C)cc3)nc(C)n2)cc(OC)c1	i
CC(=O)Nc1ccc(-c2ccc3n(c2=O)C[C@H]2C[C@@H]3CN(C3CCN(C)CC3)C2)cc1	39.8µM*
CC(=O)c1c(C)n(Cc2ccccc2)c2ccc(O)cc12	14.3%
Cc1ncc2c(n1)C[C@@H]1CC[C@H]2N1C(=O)c1ccccn1	-25.3%
O=C1CSC(c2ccc(F)cc2F)c2cn[nH]c2N1 (configuration not stated)	-4.5%
c1cc2c(s1)C1CCCCC1OC21CN2CCC1CC2 (configuration not stated)	13.5%
C=C[C@H]1CN2CC[C@H]1C[C@@H]2CNC(=O)Nc1cccc(SC)c1	-1.9%[86.2 µM]
COc1cccc([C@H]2CN(C(=O)Cc3cnc[nH]3)[C@@H]3C4CCN(CC4)[C@H]23)c1	?
COc1cccc(-c2cc(C(F)F)n3ncc(C#N)c3n2)c1	-6.5%
CCCS(=O)(=O)NC[C@H]1C[C@@H]2CCN1C[C@@H]2c1cc(C2CCCC2)nn1C	1.0%[86.2 µM]
CCc1cnc(N2CCC3(CC2)C(=O)Nc2cc(OC4CCCC4)c(OC)cc23)nc1	35.5µM*
O=C(Nc1ccc2c(c1)OCCO2)N1[C@H]2CC[C@@H]1c1cncnc1C2	-9.1%
CNCc1cccnc1	?
CN1Cc2ccccc2-n2ccnc2C12CCN(C(=O)C1(c3ccccc3)CC1)CC2	-1.3%
CN1C(=O)CO[C@H]2CN(Cc3cccnc3)C[C@H]21	-5.8%[115 µM]
CCn1c(O)c(/C=N/NC(=O)c2ccccc2)c(=O)[nH]c1=S	?
O=C(Nc1ccccc1)N1C[C@@H]2C[C@H](C1)c1c(-c3ccccc3F)ccc(=O)n1C2	-9.9%[86.2 µM]
COc1ccc(C(=O)N2CC3(CCN(C)CC3)c3cc(OC)c(OCc4ccccc4)cc32)cn1	-19.7%
Cc1ccccc1-c1nn2c(=O)cc(CN3CCN(C(=O)COc4ccccc4Cl)CC3)nc2s1	-13.8%
OC[C@H]1C[C@@H](NC2CCC2)[C@H](O)[C@@H]1O	-1.2%[149 µM]
CCn1ccc(C(=O)N2[C@H]3CC[C@@H]2c2cnc(C)nc2C3)n1	18.3%
CCCn1c(C)c(C(=O)NC2CCCCC2)c2cc(OC)ccc21	7.8%
C1CCC2S[C@H]3CCCCC3NC2C1 (some centres not stated)	20.1%
O=C(c1ccoc1)N1CC(CO)C2(CCNCC2)C1 (configuration not stated)	12.3%
O=C(Nc1ccc2c(c1)OCCO2)c1cccn(Cc2cccc(F)c2)c1=O	?
CN1CC2(c3ccccc3)CN(C)CC(c3ccccc3)(C1)C2=O	-31.4%
CC1CCC(NC(=O)c2cn(C)c3ccccc23)CC1 (configuration not stated)	17.3%
Cc1cccc(CC(=O)N2[C@H]3CC[C@@H]2c2cnc(-c4ccc(F)cc4)nc2C3)c1	-16.2%
Cc1cccc(CN2CCCN(Cc3ccc(Cl)cc3)S2(=O)=O)c1	-1.6%
COc1ccc(OC)c(S(=O)(=O)NC[C@H]2C[C@@H]3CCN2C[C@@H]3c2cc(-c3ccccc3OC)nn2C)c1	13.7%
C#C[C@H]1CN2CC[C@H]1C[C@@H]2CNS(=O)(=O)c1cccc(F)c1	5.8%[86.2 µM]
COc1ccc(-c2cc([C@H]3CN4CC[C@H]3C[C@@H]4CNS(=O)(=O)c3ccccc3)n(C)n2)cc1OC	-2.6%
CCC12CN3CC(CC)(CN(C1)C3c1c(C)[nH]c(=O)[nH]c1=O)C2=O (configuration not stated)	5.4%
CCn1c(C2CCCNC2)nn(C)c1=O (configuration not stated)	6.7%
CCn1c(C)c(C(=O)NCc2cccnc2)c2cc(OC)ccc21	15.7%
COc1ccc(C(=O)N2C[C@@H]3C[C@H](C2)c2c(NC(=O)CSC)ccc(=O)n2C3)cc1	107.0%[activator][86.2 µM]
COc1ccc(C2SCC(=O)Nc3c2c(C)nn3C)cc1 (configuration not stated)	?
Cc1ccc(NC(=O)N(Cc2ccc3c(c2)OCO3)C2CCN(Cc3ccccc3)CC2)cc1Cl	-12.2%
Fc1ccc(CCNCc2ccco2)cc1	8.6%
Cc1cc(-n2c(/C=C/c3cccs3)nc3ccccc3c2=O)ccc1Br	?
COc1cc2c(cc1OC1CCCC1)NC(=O)C21CCN(Cc2ccccc2O)CC1	-11.5%[86.2 µM]
C[N+]1(C)C2CCC1CC(OC(=O)C(CO)c1ccccc1)C2 (configuration not stated)	5.6%
CCOc1cc2c(cc1OCC)-n1cccc1C(c1ccc(C)cc1C)NC2 (configuration not stated)	-2.8%
CCC(CC)c1cc([C@H]2CN3CC[C@H]2C[C@@H]3CNC(=O)CCCC(=O)O)nc(-c2ccncc2)n1	21.7%
COc1ccccc1C(=O)N1CCC2(CC1)c1nccn1-c1ccccc1CN2C	28.2%
O=C(O)C1=NOC2CN(Cc3ccccc3)CC12 (configuration not stated)	-12.6%[230 µM]
CN(Cc1ccccc1)C[C@H]1CN2CC[C@H]1C[C@@H]2CNC(=O)c1ccc(N(C)C)cc1	-26.0%[86.2 µM]
Cc1ccc(NC(=O)Cn2cc(C(=O)c3ccccc3)c3ccccc32)c(C)c1	?
COc1ccc(-n2c(O)c(C=NCc3ccc4c(c3)OCO4)c(=O)[nH]c2=O)cc1	-3.1%
COc1cc2[nH]c(=O)n(-c3ccc(C)cc3)c(=O)c2cc1OC	?
The list goes on.
SMILES	KDM5B inh
CCn1ccc(C(=O)N2CCC3(CC2)NCc2ccccc2-n2ccnc23)n1	15.7%
COc1cc2c(cc1OCc1cccnc1)N(C(=O)Cc1cccc(Cl)c1)CC21CCN(CC(=O)O)CC1	-7.5%
CC(=O)N1CCC(C(=O)N2CCC3(CC2)NCc2ccccc2-n2ccnc23)CC1	6.1%
COc1ccc([C@@H]2CN(c3nccc(C)n3)[C@@H]3C4CCN(CC4)[C@@H]32)cc1	14.1µM*
COC1CC(OC2CCC3(C)C(CC[C@@H]4[C@@H]3CCC3(C)C(C5=CC(=O)OC5)C(OC(C)=O)CC43O)C2)OC(C)C1O (some centres not stated)	11.6%
COc1cc2c(cc1OC1CCCC1)NC(=O)C21CCN(Cc2nccs2)CC1	-2.4%[86.2 µM]
CC(C)c1nccn1C(C)C(=O)N1CCC(C#N)(c2ccccc2)CC1 (configuration not stated)	-21.8%
COC(=O)C1=C(C)N[C@]2(C)C[C@H]1c1ccccc1O2	5.6%
C#C[C@H]1CN2CC[C@H]1C[C@@H]2CNC(=O)c1ccc(-c2ccccc2)cc1	-12.5%[86.2 µM]
Cn1nc(C2CCCCC2)cc1[C@H]1CN2CC[C@H]1C[C@@H]2CNC(=O)c1ccco1	0.0%[86.2 µM]
